# CHO-K1 Ca antag: nonselective inhibitor or artifact in parental CHO-K1 cells. ATP-induced calcium, Fluo-8 fluorescence. inhibition, % at 3 µM. 0.6% of 360,000 active;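 active means inhibition above a per-plate cutoff, the plate's mean sample inhibition plus 3 SD, cut at about 24% in these data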;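 further: 0% = DMSO plus EC80 ATP and 100% = DMSO alone without ATP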
# CHRM1 agonist: human M1 muscarinic receptor agonism; CHO-K1 hM1, Fluo-8 calcium fluorescence, agonist mode; 0% DMSO, 100% acetylcholine EC100; activation, % at 3 µM; AID 588814; 0.33% of 360,000 active; P11229;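 active means activation above the run's mean compound activation plus 3 SD, cut at about 16% in these data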;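 further: peak over basal fluorescence ratio within a 140 s kinetic read after compound addition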
# Target sequence (P11229 whole entry, looked up): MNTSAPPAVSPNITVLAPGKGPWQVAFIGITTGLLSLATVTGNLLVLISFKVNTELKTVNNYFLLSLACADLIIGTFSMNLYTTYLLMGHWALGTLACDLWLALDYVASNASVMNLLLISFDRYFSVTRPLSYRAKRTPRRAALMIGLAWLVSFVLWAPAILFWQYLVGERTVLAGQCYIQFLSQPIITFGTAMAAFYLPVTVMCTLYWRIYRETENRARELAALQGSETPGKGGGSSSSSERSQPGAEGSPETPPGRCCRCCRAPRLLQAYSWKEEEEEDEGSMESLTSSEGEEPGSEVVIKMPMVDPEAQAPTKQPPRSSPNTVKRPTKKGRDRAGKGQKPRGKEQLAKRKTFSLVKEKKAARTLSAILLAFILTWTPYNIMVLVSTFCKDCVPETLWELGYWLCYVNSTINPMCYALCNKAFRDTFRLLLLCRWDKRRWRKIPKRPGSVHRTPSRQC
# CHRM1 antagonist: antagonists of human M1 muscarinic receptor | P11229 | CHO-K1 hM1, Fluo-8 calcium fluorescence, ACh EC80 antagonist | inhibition, % at 3 µM | 1.3% of 360,000 active | AID 588852;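 active means percent inhibition above its own plate's cutoff, namely the mean of that plate's compound wells plus 3 SD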;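 further: peak over basal fluorescence ratio during 140 s after agonist addition; 0% = ACh EC80 plus DMSO and 100% = DMSO alone without agonist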
# TAAR1 antagonist: antagonists of human TAAR1. AID 624466. CHO RD-HGA16 TAAR1, Fluo-8 calcium fluorescence, antagonist. 1.5% of 360,000 active. Q96RJ0. inhibition, % at 3 µM;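 active means inhibition above a per-plate cutoff, the mean inhibition of test compounds on that plate plus 3 SD, cut at about 49% in these data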;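 further: 0% = DMSO plus EC80 beta-PEA response and 100% = DMSO alone without agonist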
# Target sequence (Q96RJ0 whole entry, looked up): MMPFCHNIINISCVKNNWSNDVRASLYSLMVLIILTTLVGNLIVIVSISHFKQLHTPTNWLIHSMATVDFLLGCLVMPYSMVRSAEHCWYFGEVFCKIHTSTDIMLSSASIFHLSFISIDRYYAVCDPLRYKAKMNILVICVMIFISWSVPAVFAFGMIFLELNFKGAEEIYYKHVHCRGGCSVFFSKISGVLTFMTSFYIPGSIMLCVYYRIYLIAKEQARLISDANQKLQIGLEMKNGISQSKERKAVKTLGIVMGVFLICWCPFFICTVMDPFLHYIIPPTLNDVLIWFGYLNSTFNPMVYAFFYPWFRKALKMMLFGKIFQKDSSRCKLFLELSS
#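 Test system – hTAAR1-expressing CHO RD-HGA16 cells, Gα16-coupled · Also added – β-PEA at EC80 concentration, post-compound challenge · Compound – 3 µM, single point · Incubation – dye loading 75 min at 37 °C, then 30 min room temperature · Measured by – Fluo-8 intracellular calcium dye fluorescence, real-time kinetic reads · Benchmarks – vehicle and agonist controls · Replicates – singlicate, one well per test compound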
# CHO parental Ca: counter-screen for OX1R antagonists: effect in parental CHO cells | AID 463079 | 0.63% of 330,000 active | parental CHO-K1, ATP-induced calcium, Fluo-8 fluorescence | inhibition, % at 5.6 µM;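 active means inhibition above that plate's mean sample inhibition plus 3 SD, cut at about 26% in these data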;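 further: 0% = ATP-challenged DMSO wells and 100% = DMSO wells without ATP; some compounds past the cut are filed as inactive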
#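 material = parental CHO cells | also added = ATP as calcium-mobilizing challenge | dosing = single point at 5.6 µM | detection = intracellular calcium via Fluo-8 no-wash fluorescent dye | read-out = % inhibition | benchmarks = low control ATP plus DMSO, high control DMSO only | repeats = one well per compound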
# CHO-K1 Ca ag: nonselective activator or artifact in parental CHO-K1 cells; Fluo-8 calcium fluorescence; scaled to maximal ATP response, vehicle zero; activation, % at 3 µM; 0.48% of 360,000 active; AID 602248; in the data active means activation above about 15%;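 further: untransfected CHO-K1 host cells lacking M1 receptor as counterscreen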
# M1 PAM parental: nonselective activator or artifact in parental CHO-K1 calcium assay | activation, % at 3 µM | ATP EC20, Fluo-8 calcium fluorescence; 0% at ATP EC20, 100% at ATP max | 0.02% of 360,000 active;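 active means activation above the run cutoff, the mean activation of all test compounds plus 3 SD, cut at about 40% in these data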;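 further: peak over basal fluorescence ratio in a 140 s read after ATP addition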
# OXTR potentiator: potentiators of human oxytocin receptor. P30559. CHO-OTR cells, Fluo-8 calcium fluorescence, potentiator mode; 0% = oxytocin EC15, 100% = EC100. activation, % at 3 µM. 0.061% of 320,000 active. AID 2445;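 active means activation above that plate's cutoff, the mean activation of tested compounds plus 3 SD, cut at about 6.6% in these data, passing the limit was not always enough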;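 further: 100% uses oxytocin at 75 nM as the full agonist control; some results filed as inactive read as strong as hits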
#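 Replication – single well per compound, singlicate · Assay system – CHO cell line stably expressing human OTR · Timing – 6 min pre-incubation, 100 s read · Measure – normalized max/min fluorescence ratio, % activation · Doses – 3.0 µM, one dose · Detection – Fluo-8 calcium dye fluorescence · Probe or stimulus – oxytocin near EC15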
# TAAR1 agonist: agonists of human TAAR1. CHO RD-HGA16 TAAR1, Fluo-8 calcium fluorescence; vehicle wells 0%, saturating PEA agonist 100%. AID 624467. activation, % at 3 µM. 0.99% of 360,000 active;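 active means activation above the mean activation of all test compounds in the run plus 3 SD, cut at about 38% in these data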
#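 test system = CHO RD-HGA16 cells carrying human TAAR1 plus Gα16 | schedule = 17-24 h seeding, 75 min 37 °C dye, 30 min RT | compound dosing = 3 µM single concentration | control set = DMSO and PEA EC100 | replicates = n 1 | signal = Fluo-8 fluorescence, 5 s baseline then 140 s kinetic read | measure = percent activation vs PEA EC100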
# An asterisk follows results filed as active; · = not tested or not shown.
compound | CHO-K1 Ca ag | CHRM1 antagonist | TAAR1 agonist | CHRM1 agonist | OXTR potentiator | CHO-K1 Ca antag | TAAR1 antagonist | M1 PAM parental | CHO parental Ca
COc1ccc(/C=N/NC(=O)c2cccc(C(=O)N/N=C/c3ccc(OC)c(OC)c3)n2)cc1OC | 1.1 | 4 | 4 | -2 | · | 2 | 6 | -1 | ·
O=C(C[C@H]1C/C=C\CC[C@@H](Cc2ccc(F)cc2)C(=O)OCCNC1=O)NCCO | -0.6 | 2 | 2 | -3 | 4 | -3 | 13 | -9 | -4
O=C1c2ccccc2C(Nc2ccc(S(=O)(=O)N3CCCCCC3)cc2)N1c1ccccn1 (stereo not drawn) | -0.1 | -7 | 4 | -4 | -2 | -9 | -19 | 10 | -14
O=C(COc1cccc(-n2cnnn2)c1)Nc1ccc([N+](=O)[O-])cc1 | 1.8 | -8 | 1 | 1 | -16 | -13 | 20 | 9 | 6
O=C(NNC(=O)c1ccc(Oc2cc(Cl)cc(Cl)c2)o1)c1ccccc1 | 4.5 | 7 | 2 | -1 | -7 | 4 | -16 | -11 | 11
O=C(c1ccc(Cl)cc1)N1CCC(=O)N(C(CO)Cc2ccccc2)CC1 (stereo not drawn) | -0.1 | -16 | 10 | 2 | -9 | 5 | 17 | -12 | -14
Cc1ccc(C(=O)NC(=S)NCc2cccnc2)c(C)c1 | 1.9 | 3 | 2 | -2 | -4 | -10 | 27 | 13 | -14
O=C(N/N=C/c1ccc([N+](=O)[O-])cc1)c1cc(-c2ccc3c(c2)OCO3)n[nH]1 | 1.2 | -11 | 1 | 3 | -1 | -12 | -20 | 12 | -9
COc1ccccc1CNC(=O)c1ccc(CS(=O)(=O)c2ccccc2)o1 | 2.0 | -4 | 12 | 4 | -17 | 15 | 26 | 2 | -1
O=C(COc1ccccc1[N+](=O)[O-])NNC(=O)Nc1cccc2ccccc12 | 0.5 | -8 | 9 | -9 | -9 | -10 | -3 | 12 | -22
Cc1sc(NC(=O)CSc2nnc(N)s2)c(C#N)c1C | 0.8 | -15 | 4 | 1 | -24 | -8 | 10 | 11 | 5
O=C(C=Cc1cccc(Cl)c1)c1ccccc1 | -0.2 | 4 | 6 | -3 | · | -11 | 9 | 21 | ·
O=C(CSc1nnc(-c2ccccc2)n1-c1ccc(Cl)cc1)NNC(=S)Nc1ccccc1 | 0.6 | -9 | 4 | -4 | -10 | -15 | 6 | 27 | -23
C=CCN(c1ccccc1C(=O)O)S(=O)(=O)/C=C/c1ccccc1 | 0.7 | -5 | 1 | -5 | -9 | -11 | 3 | 27 | -3
COc1ccc(C(=O)Nc2ccncc2)cc1S(=O)(=O)N1CCOCC1 | 0.1 | -5 | 10 | 9 | -1 | 3 | 1 | -20 | -4
Cc1c(/C=N/NC(=O)c2ccc(O)cc2)c2ccccn2c1C(=O)c1ccc(F)cc1 | 1.7 | 0 | 0 | -7 | 6 | 1 | 36 | 3 | -9

# 12 structures out of the list, sorted by SMILES length, ascending.
compound | CHO-K1 Ca ag | CHRM1 antagonist | TAAR1 agonist | CHRM1 agonist | OXTR potentiator | CHO-K1 Ca antag | TAAR1 antagonist | M1 PAM parental | CHO parental Ca
O=C(C=Cc1cccc(Cl)c1)c1ccccc1 | -0.2 | 4 | 6 | -3 | · | -11 | 9 | 21 | ·
Cc1sc(NC(=O)CSc2nnc(N)s2)c(C#N)c1C | 0.8 | -15 | 4 | 1 | -24 | -8 | 10 | 11 | 5
Cc1ccc(C(=O)NC(=S)NCc2cccnc2)c(C)c1 | 1.9 | 3 | 2 | -2 | -4 | -10 | 27 | 13 | -14
COc1ccc(C(=O)Nc2ccncc2)cc1S(=O)(=O)N1CCOCC1 | 0.1 | -5 | 10 | 9 | -1 | 3 | 1 | -20 | -4
COc1ccccc1CNC(=O)c1ccc(CS(=O)(=O)c2ccccc2)o1 | 2.0 | -4 | 12 | 4 | -17 | 15 | 26 | 2 | -1
O=C(NNC(=O)c1ccc(Oc2cc(Cl)cc(Cl)c2)o1)c1ccccc1 | 4.5 | 7 | 2 | -1 | -7 | 4 | -16 | -11 | 11
O=C(COc1cccc(-n2cnnn2)c1)Nc1ccc([N+](=O)[O-])cc1 | 1.8 | -8 | 1 | 1 | -16 | -13 | 20 | 9 | 6
O=C(COc1ccccc1[N+](=O)[O-])NNC(=O)Nc1cccc2ccccc12 | 0.5 | -8 | 9 | -9 | -9 | -10 | -3 | 12 | -22
O=C(CSc1nnc(-c2ccccc2)n1-c1ccc(Cl)cc1)NNC(=S)Nc1ccccc1 | 0.6 | -9 | 4 | -4 | -10 | -15 | 6 | 27 | -23
O=C(C[C@H]1C/C=C\CC[C@@H](Cc2ccc(F)cc2)C(=O)OCCNC1=O)NCCO | -0.6 | 2 | 2 | -3 | 4 | -3 | 13 | -9 | -4
O=C(N/N=C/c1ccc([N+](=O)[O-])cc1)c1cc(-c2ccc3c(c2)OCO3)n[nH]1 | 1.2 | -11 | 1 | 3 | -1 | -12 | -20 | 12 | -9
COc1ccc(/C=N/NC(=O)c2cccc(C(=O)N/N=C/c3ccc(OC)c(OC)c3)n2)cc1OC | 1.1 | 4 | 4 | -2 | · | 2 | 6 | -1 | ·

# An excerpt from above, showing only OXTR potentiator:
smiles	OXTR potentiator
COc1ccccc1CNC(=O)c1ccc(CS(=O)(=O)c2ccccc2)o1	-17
O=C(COc1ccccc1[N+](=O)[O-])NNC(=O)Nc1cccc2ccccc12	-9

# New compounds follow
compound | CHO-K1 Ca ag | CHRM1 antagonist | TAAR1 agonist | CHRM1 agonist | OXTR potentiator | CHO-K1 Ca antag | TAAR1 antagonist | M1 PAM parental | CHO parental Ca
O=C(COC(=O)c1cc(Br)c(Br)s1)NCCC1=CCCCC1 | 0.2 | 1 | 3 | -5 | 3 | -8 | -3 | 16 | -16
CCOc1ccc(C(=O)Nc2cccc3ncccc23)cc1Br | 3.1 | -16 | 10 | -4 | -11 | -11 | -5 | 2 | -24
Cc1ccc(C(O)Cn2nc(C)cc2C)cc1 (stereo not drawn) | 0.2 | -13 | 1 | -2 | -4 | -16 | 11 | 12 | -10
COc1ccc(OC)c(Nc2nc(N)nc(CCl)n2)c1 | 1.7 | 6 | 10 | 4 | -9 | 6 | -20 | -17 | -5
CCOC(=O)c1c(C(=O)OCC)c(C)n(N2C(=O)CSC2=S)c1C | 0.0 | -8 | 11 | -2 | -6 | -5 | 0 | 12 | -2
COc1ccc(N2CCN(C(CNC(=O)c3ccco3)c3ccco3)CC2)cc1 (stereo not drawn) | -0.1 | -1 | 4 | 1 | 0 | 13 | -32 | -23 | -22
c1cncc(Oc2cccc(Oc3cccnc3)c2)c1 | 3.6 | -26 | 1 | 1 | -17 | -5 | 4 | 15 | 7
Nc1nc2c(ncn2[C@@H]2O[C@H](CNC(=O)[C@H](N)Cc3ccccc3)[C@@H](O)[C@H]2O)c(=O)[nH]1 | 0.0 | -29 | 0 | -1 | · | -4 | -4 | -4 | ·
NC(=O)COC(=O)c1ccc(Oc2ccccc2)cc1 | 0.5 | -6 | 2 | -4 | 0 | -2 | 9 | 2 | -8

# Screening results: PubChem BioAssay, The Scripps Research Institute Molecular Screening Center
